NOD1 NF-kB reporter: NOD1 signaling inhibitors, primary screen, cell-based, luminescence, uHTS (AID 1578). NOD1-driven NF-kB luciferase reporter cells, luminescence; higher % means a stronger effect. inhibition, % at 4 µM; hits with a dose series show EC50 in µM. hit rate 1% among 290,000; in the data active means inhibition mostly above about 36%, no sharp cut-off; inactive means mostly below about 34%;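 further: HEK-293T reporter cells stimulated with the NOD1 agonist gamma-tri-DAP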
XIAP displacement: small molecules displacing peptide from XIAP – biochemical, IAP family, fluorescence polarization (AID 1018) | hit rate 0.007% among 200,000 | XIAP BIR domain, fluorescence polarization peptide displacement; higher % means a stronger effect | displacement, % at 20 µM, or IC50 in µM where a hit was titrated; in the data active means displacement above about 50%; further: a part of the inactive calls stands beside numbers as strong as those of hits
TNAP activators: human TNAP enzyme activators, primary screen, biochemical, luminescent, no phosphate acceptor, uHTS (AID 1001) | purified TNAP, luminescent activation assay, no phosphate acceptor; higher activation fold means a stronger effect | hit rate 0.03% among 200,000 | activation fold at 20 µM, or EC50 in µM where a hit was titrated; in the data active means activation fold from about 3, or a potency from the dose series; inactive means the rest, 99 in 100 with activation fold below about 1.6; further: many of its hits are not listed in these tables
KOR beta-arrestin-1: kappa opioid receptor blockers – cell-based, luminescence, uHTS (AID 1778) | KOR beta-arrestin recruitment, luminescence, antagonist mode; higher % means a stronger effect | inhibition, % at 10 µM; hits with a dose series show IC50 in µM | hit rate 0.091% among 290,000; further: strong numbers were not always called active
NOD2 inhibition: NOD2 signaling inhibitors, cell-based, luminescence, uHTS, HEK293 (AID 1566). HEK293 NOD2/NF-kB luciferase reporter, luminescence; higher % means a stronger effect. one-dose inhibition, % at 4 µM; EC50 in µM for titrated hits. hit rate 0.63% among 290,000; further: many of its hits are not listed in these tables
PMI inhibition: MPI inhibition at elevated mannose 6-phosphate – biochemical, fluorescence intensity, high mannose 6-phosphate, primary screen (AID 1220). one-dose inhibition, % at 20 µM; IC50 in µM for titrated hits. hit rate 0.66% among 190,000. recombinant PMI enzyme, coupled fluorescence intensity; higher % means a stronger effect
human PMI inhibition: inhibitors of human PMI, primary screen, biochemical, fluorescence intensity, coupled assay (AID 1209); purified PMI enzyme, coupled fluorescence intensity; higher % means a stronger effect; inhibition, % at 20 µM, or IC50 in µM where a hit was titrated; hit rate 0.42% among 190,000;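 further: plate controls were DMSO vehicle for no effect and wells lacking substrate for full effect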
KOR beta-arrestin-2: KOR agonists, beta-arrestin recruitment, primary screen, cell-based, luminescence, uHTS (AID 1777) | KOR beta-arrestin recruitment, luminescence; higher % means a stronger effect | hit rate 0.02% among 280,000 | activation, % at 10 µM; hits with a dose series show EC50 in µM; in the data active means activation above about 50%, passing the limit was not always enough; further: a part of the inactive calls stands beside numbers as strong as those of hits
LYP phosphatase: inhibitors of LYP phosphatase, biochemical, fluorescence intensity, uHTS (AID 1779). recombinant LYP phosphatase, fluorescence intensity; higher % means a stronger effect. inhibition, % at 11.5 µM; hits with a dose series show IC50 in µM. hit rate 0.054% among 290,000;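 further: plate controls were vehicle with enzyme for no effect and no enzyme for full effect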
* = called active by the depositor; nt = no result given; [ ] = remark or other dose. Unless noted, no stated cut-off is given here; in the data, active means inhibition above about 50%; inactive means the rest.

PMI inhibition	TNAP activators	LYP phosphatase	XIAP displacement	KOR beta-arrestin-2	NOD1 NF-kB reporter	KOR beta-arrestin-1	NOD2 inhibition	human PMI inhibition	SMILES
nt	nt	-13%	nt	-1.8%	-20%	-12%	2%	nt	O=C(NCc1ccco1)C(c1ccncc1)N(C(=O)Cn1nnc2ccccc21)c1ccccc1 (configuration not stated)
-2%	0.9	2%	-35%	-2.5%	-14%	21%	17%	0%	CCCc1nnc(NC(=O)c2c(O)c3cccc4c3n(c2=O)CCC4)s1
2%	1	-5%	-7.5%	8.0%	16%	-49%	11%	5%	CCCCCc1c(C)nc(NCc2ccccc2)[nH]c1=O
13%	1	-6%	-0.2%	-3.3%	-15%	-1%	15%	17%	CSc1nc2n(n1)C(c1cccs1)C1=C(CCCC1=O)N2 (configuration not stated)
-4%	1.1	1%	-3.3%	-3.5%	-25%	-3%	-46%	-1%	CN(C(=O)c1cccc(Nc2ccc(-c3ccc4c(c3)OCCO4)nn2)c1)C1CCCCC1
nt	nt	-5%	nt	-3.6%	-13%	-47%	2%	nt	O=C(N/N=C/c1cc2c(cc1Br)OCO2)c1cc2ccccc2o1
-5%	1.2	-2%	-0.9%	-2.3%	37%	43%	-132%	-11%	Cc1cc(NC(c2ccc(Cl)cc2)c2ccc3cccnc3c2O)no1 (configuration not stated)
6%	1.2	1%	0.2%	-5.3%	-15%	-8%	5%	6%	Cc1ccc(SCCC(=O)N(C)C)cc1
nt	nt	1%	nt	-2.4%	-6%	39%	-10%	nt	O=C(c1cc2cc(F)ccc2[nH]1)N1CCN(c2ccc(F)cc2)CC1
19%	1.1	3%	-0.3%	-1.2%	-2%	28%	4%	22%	CCOc1cc(CNc2ncc(-c3ccc(OC)cc3)n2C)ccc1O
-5%	1.1	-11%	-6.0%	0.3%	-19%	6%	4%	2%	COc1ccc(C(=O)OCC(=O)NCc2ccc3c(c2)OCO3)cc1[N+](=O)[O-]
nt	nt	0%	nt	-5.0%	14%	-28%[20 µM]	7%	nt	COc1ccc(NC(=O)/C(C#N)=C\c2ccc(-c3cc(C(=O)O)ccc3C)o2)cc1
-8%	0.9	0%	-6.2%	18%	30%	-41%	-13%	-7%	O=C(Nc1ccc(-n2cnnn2)cc1)C1CCC1
9%	1	-1%	-4.3%	5.5%	-14%	-13%	13%	8%	CCCCOC(=O)C1=C(C)Nc2ncnn2C1c1cccc(OC)c1 (configuration not stated)
7%	1.1	-6%	-1.7%	5.8%	-12%	0%	5%	7%	O=C(NC1CC1)c1ccc(CS(=O)(=O)c2c(Cl)cccc2Cl)o1
5%	1	4%	-0.8%	-1.8%	-13%	-11%	-2%	-3%	COC(=O)C1=C(C)N(C(C)c2ccccc2)C(=O)/C1=C\c1ccco1 (configuration not stated)
nt	nt	-11%	nt	1.5%	0%	-23%[20 µM]	8%	nt	Cc1ccc2c(cnn2C(=O)CCC(=O)NCc2ccccc2Cl)c1
12%	0.8	1%	-6.6%	1.0%	-5%	8%	4%	1%	O=C1CC(c2ccco2)CC(O)=C1C=Nc1cc(Cl)ccc1O (configuration not stated)
nt	nt	-3%	nt	-1.1%	-6%	26%	8%	nt	Cc1ccc(NC(=O)COC(=O)[C@H](C)NC(=O)c2ccccc2)cc1S(=O)(=O)N1CCOCC1
10%	1	-1%	-6.3%	-1.2%	42%	-26%	-10%	6%	COc1ccc(CNC(=O)C(c2ccco2)N(Cc2ccccc2)C(=O)Cc2cccs2)cc1 (configuration not stated)
-4%	1.1	-8%	-2.4%	-0.8%	9%	-6%	16%	-2%	Cc1ccc(C)c(SCc2noc(C(=O)NCC3CCCO3)c2C(=O)O)c1 (configuration not stated)
-14%	1.1	2%	-6.9%	4.0%	-7%	17%	15%	-6%	N#Cc1c(SCc2ccccc2)sc(C(=O)c2ccccc2)c1N
nt	nt	-4%	nt	1.3%	-1%	38%	-22%	nt	O=C(NCc1ccc(C(F)(F)F)cc1)C1CC(c2cccc(F)c2)=NO1 (configuration not stated)
-7%	1.1	-8%	-5.1%	-3.4%	-15%	14%	5%	-1%	COc1ccc(CNC(=O)CCS(=O)(=O)Cc2cccc(Cl)c2)c(OC)c1
nt	nt	-8%	nt	-1.4%	-9%	-2%	20%	nt	C=CCN(C(=O)c1csnn1)C(C(=O)NC1CCCC1)c1ccccc1 (configuration not stated)
20%	1.1	3%	-7.6%	-0.3%	-15%	10%	-20%	19%	COc1ccc2nc(NC(=O)CN(C)S(=O)(=O)c3cccs3)sc2c1
5%	1	5%	-4.1%	-2.7%	-14%	9%	-5%	1%	c1csc(C(c2nnnn2C2CCCCC2)N2CCN(c3nc4ccccc4s3)CC2)c1 (configuration not stated)
19%	1.2	6%	-6.3%	0.8%	5%	36%	20%	28%	CCOCCCNS(=O)(=O)c1ccc(NC(=O)N2c3ccccc3Sc3ccccc32)cc1
nt	nt	-8%	nt	6.7%	-10%	-44%	-6%	nt	N#Cc1ccc(CN(c2ccncc2)S(=O)(=O)c2ccccc2)cc1
nt	nt	-13%	nt	-2.1%	5%	12%	17%	nt	Cc1cccc(C)c1NC(=S)N1CC(C)OC(C)C1 (configuration not stated)
nt	nt	-6%	nt	-2.3%	-3%	5%	-6%	nt	Cc1ccc(CCN2CC(C(=O)NC(C)C)CC2=O)cc1 (configuration not stated)
0%	1.1	-5%	-5.6%	-0.2%	-14%	25%	6%	-1%	O=C1NC(NS(=O)(=O)c2ccccc2)(C(F)(F)F)C(=O)N1Cc1cccnc1 (configuration not stated)
nt	nt	-6%	nt	1.1%	15%	-5%	2%	nt	O=C(O)c1ccc2c(=O)n3c(nc2c1)/C(=C/c1ccccc1OC(F)F)CC3
nt	nt	-3%	nt	0.7%	-43%	-21%	8%	nt	Cc1ccc(C(=O)N2CCN(CCNC(=O)C(=O)Nc3ccc(Cl)cc3)CC2)cc1
-9%	1.1	2%	-4.0%	nt	-39%	-21%[20 µM]	-2%	-2%	CCCCOc1ccc(CC2CCC(=O)NC2=O)cc1 (configuration not stated)
-2%	1	-9%	-16%	-4.5%	-8%	1%[20 µM]	12%	-6%	CCCN=Cc1ccc(O)cc1
33%	1.2	-7%	-5.5%	0.3%	-32%	-2%	3%	5%	COC(=O)Nc1ccc(S(=O)(=O)N2CCCC(C(=O)N3CCCCC3)C2)cc1 (configuration not stated)
nt	nt	-5%	nt	-0.9%	-12%	-2%[20 µM]	1%	nt	Cc1cc(F)ccc1N1CCC(N2CCN(C)C(CCO)C2)CC1 (configuration not stated)
-5%	1.1	0%	-0.8%	0.7%	-52%	-61%	-30%	1%	COC(=O)c1sc(NC(=O)c2cccc([N+](=O)[O-])c2)c(C(N)=O)c1C
-1%	1.1	-4%	-5.9%	4.0%	-19%	1%	-2%	-4%	COc1cc(/C=C/C(=O)O)cc(S(=O)(=O)NCCCO)c1OC
1%	1.1	-4%	-5.7%	-1.3%	-11%	5%	9%	6%	Cc1cc(C(C)(C)C)ccc1OCCN(C)C
-73%	1.1	-5%	-6.6%	-1.8%	-15%	17%	4%	-41%	CCCCNS(=O)(=O)c1ccc2nc(SCC(=O)c3ccc(C#N)cc3)[nH]c2c1
7%	0.9	-1%	-13%	-1.7%	-16%	-1%	5%	8%	Cc1cccc(CC(=O)OCn2nnc3ccccc3c2=O)c1
nt	nt	-2%	nt	-2.4%	-3%	27%	2%	nt	N#C/C(=C\c1c(N2CCCCCC2)nc2ccccn2c1=O)C(=O)NCc1ccco1
6%	1.2	0%	-1.4%	7.3%	-16%	13%	-20%	2%	O=C(NC1CCCC1)C(c1ccccc1)N(Cc1ccco1)C(=O)Cc1cccs1 (configuration not stated)
nt	nt	-6%	nt	-0.3%	1%	-14%	-11%	nt	COc1ccc2c(c1)cc(C(=O)N[C@@H](CCSC)C(=O)N1CCC(C(=O)O)CC1)n2C
-4%	0.9	0%	-1.0%	0.7%	-17%	22%	-72%	-5%	CCOc1ccc(N2C(=O)CC(SCCN)C2=O)cc1 (configuration not stated)
9%	1	1%	-2.6%	-0.9%	-25%	0%	24%	8%	O=C(CCNC(=O)c1ccccc1Cl)OCC(=O)c1ccccc1
11%	1.1	21%	-4.1%	1.8%	10%	-34%	18%	16%	CCOC(=O)c1cnn(-c2nc(-c3cccc(F)c3)cs2)c1C(F)(F)F
-5%	1.1	-6%	-5.8%	2.6%	-21%	-57%	-1%	-12%	COCC(=O)Nc1nnc(COc2ccc(Cl)cc2)s1

Further structures follow.
PMI inhibition	TNAP activators	LYP phosphatase	XIAP displacement	KOR beta-arrestin-2	NOD1 NF-kB reporter	KOR beta-arrestin-1	NOD2 inhibition	human PMI inhibition	SMILES
nt	nt	-6%	nt	-2.4%	1%	-8%	-12%	nt	CC(=O)N/C(=C\c1ccccc1)C(=O)OCc1ccc(F)cc1
nt	nt	-11%	nt	-3.7%	-15%	-7%	10%	nt	Cc1ccccc1N(CC(=O)NCC1CCCO1)C(=O)CNS(=O)(=O)c1ccc(F)cc1 (configuration not stated)
12%	1.1	-2%	-1.3%	-2.4%	-6%	-18%	8%	18%	c1ccc(Oc2cccc(OCCCCSc3ncccn3)c2)cc1
-20%	1.1	-8%	-21%	-5.0%	9%	30%	25%	-24%	COc1ccc(/C(O)=C2/C(=O)C(=O)N(CCN3CCOCC3)C2c2cccnc2)cc1OC (configuration not stated)
6%	1.1	0%	-0.7%	8.9%	-3%	15%	4%	0%	c1ccc(-n2c(-c3ccncc3)nnc2-c2ccco2)cc1
-6%	1.1	0%	-3.8%	-1.0%	-10%	-9%	-10%	-17%	O=C(O/N=C1\C(=O)N(c2ccccc2)c2ccccc21)C1CC1
1%	1	4%	-5.0%	3.3%	14%	-13%	-7%	-1%	COc1cc(C(C)=O)ccc1OCC(=O)c1cc(C)n(C2CC2)c1C
nt	nt	-8%	nt	-7.1%	-23%	26%[20 µM]	5%	nt	Cc1cc(C)cc(NS(=O)(=O)c2cc3[nH]c(=O)c(=O)[nH]c3cc2C)c1
nt	nt	-6%	nt	0.5%	2%	-19%	16%	nt	Cc1ccc(C(=O)c2oc3ccc(Cl)cc3c2NC(=O)CN2CCN(C)CC2)cc1
12%	0.9	7%	-4.1%	-7.1%	-26%	38%	8%	1%	Cc1cccc(Oc2nc(-c3cccc([N+](=O)[O-])c3)nc3ccccc23)c1C

Assay outcomes from PubChem.

The list is partial, so the mix of outcomes need not match the whole.
